HT1080NT lethal = qHTS for induction of synthetic lethality in tumor cells producing 2HG: qHTS for the HT-1080-NT fibrosarcoma cell line; HT-1080-NT fibrosarcoma viability, CellTiter-Glo ATP luminescence, 48 h; Potency, µM (doses to about 46.1 µM), for the others: at the top dose activity, negative = less viability, hits mostly cytotoxic; 1.6% of 360,000 active; AID 686970, 2013;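 also: NT is the 2HG producing partner of a matched IDH1 knockdown line; potency is read from the fitted curve at half-maximal effect; 0% = DMSO-treated cells and -100% = media-only wells without cells; nearly all actives have a fitted effect of over 55% in size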
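Toxicity toward the 2HG-producing NT line was scored as %Activity, normalised to DMSO and no-cell wells, from CellTiter-Glo luminescence after 48 hours' treatment.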
KB-V1 MDR tox = qHTS assay for MDR1-selective chemotherapeutics: Primary screen using the drug-selected MDR subline cells KB-V1. KB-V1 MDR cells viability, CellTiter-Glo, 72 h. Potency, µM (highest dose often 46.1 µM), inactives show at the highest dose activity change, negative = cytotoxicity, most hits filed as cytotoxic. 3.4% of 400,000 active; also: potency is read from the fitted curve at half-maximal effect; % is scaled to controls: 0 for no effect and ±100 for the full control effect; nearly all actives have a fitted effect of over 60% in size
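Potencies derive from concentration-effect curves fitted to normalized luminescence (CellTiter-Glo) of KB-V1 cells treated for 72 h at 37 degrees C in phenol-red-free DMEM containing 10% FBS.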
HT1080 IDH1KD tx = qHTS for induction of synthetic lethality in tumor cells producing 2HG: qHTS for the HT-1080-IDH1KD cell line | 2% of 360,000 active | HT-1080 IDH1 knockdown viability, ATP luminescence, 48 h | Potency, µM (highest dose often 46.1 µM), without a hit: top-dose activity, negative = toxicity, hits mostly cytotoxic | AID 686971, 2013;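 also: potency is read from the fitted curve at half-maximal effect; 0% = DMSO wells and -100% = cell-free medium wells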
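After a 2 h attachment period, IDH1KD HT-1080 cells took pin-transferred compound for 48 h at 37 °C; ATP-based luminescence after 10 min room-temperature reagent incubation reported viability.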
IL-1B inflam inh = qHTS for Inhibitors of Inflammasome Signaling: IL-1-beta AlphaLISA Primary Screen | THP-1 LPS/ATP IL-1B secretion, AlphaLISA, 16 h; hits give low values | activity change, % at 57.5 µM | 4.7% of 360,000 active | AID 743279, 2014; in the data active = activity change below about -50%; inconclusive = mostly about -30% to -49%; also: % is scaled to controls: 0 for no effect and ±100 for the full control effect
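Secreted IL-1B measured by AlphaLISA bead assay after 16 h compound exposure of THP-1 cells; compounds (final up to 57.5 uM) added 1 h before LPS (250 ng/mL) and ATP (1.25 mM) stimulation; lower signal means less secretion.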
SW480 rereplic = A quantitative high throughput screen for small molecules that induce DNA re-replication in SW480 colon adenocarcinoma cells; 1.8% of 340,000 active; Potency, µM (doses to about 46.1 µM), without a hit: at the highest dose re-replication activation, most hits filed as activators; SW480 DNA re-replication, Hoechst DNA content imaging, 48 h; also: potency is read from the fitted curve at half-maximal effect; % of control where 0% means no effect; nearly all actives have a fitted effect of over 55% in size
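Treated cells incubate 48 hr (37 C, 5% CO2), are stained 40 min with Hoechst, and nuclear fluorescence is enumerated; a rise in nuclei with high DNA signal marks re-replication.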
KB-3-1 tox = qHTS assay for MDR1-selective chemotherapeutics: Primary screen using the parental adenocarcinoma cell KB-3-1; KB-3-1 viability, CellTiter-Glo ATP luminescence, 72 h; Potency, µM (top dose mostly 46.1 µM), inactives show at the top dose activity change, negative = cytotoxic, actives largely listed as cytotoxic; 1.4% of 400,000 active; also: potency is read from the fitted curve at half-maximal effect; % is scaled to controls: 0 for no effect and ±100 for the full control effect; nearly all actives have a fitted effect of over 60% in size
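Parental KB-3-1 adenocarcinoma cells in phenol-red-free DMEM with 10% FBS were pin-treated with compounds at several concentrations, incubated 72 h at 37 °C, and viability read by CellTiter-Glo luminescence; concentration-effect curves were fitted after normalization.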
ATXN2 expr inh = Primary qHTS for Inhibitors of ATXN expression. HEK-293 ATXN2-luciferase reporter, luminescence, 24 h. Potency, µM (top dose mostly 57 µM), for the others: at the top dose activity change, negative = inhibition, actives largely listed as inhibitors. 0.72% of 360,000 active. AID 1745845, 2022; also: potency is read from the fitted curve at half-maximal effect; % is scaled to controls: 0 for no effect and ±100 for the full control effect; nearly all actives have a fitted effect of over 55% in size
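ATXN2-luciferase reporter cells (luciferase flanked by upstream and downstream ATXN2 gene portions) were treated 24 h at 37 °C with compounds at up to 57 uM. SteadyGlo luminescence gave expression; GF-AFC fluorescence gave viability.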
WRN helicase inh = qHTS for Inhibitors of WRN Helicase | AID 651768, 2012 | 0.46% of 360,000 active | Bifunctional 3'-5' exonuclease/ATP-dependent helicase WRN (Homo sapiens), Q14191 | WRN helicase unwinding, fluorescent forked duplex, kinetic | Potency, µM (titrated, usually from 114 µM), for the others: at the highest dose activity change, negative = inhibition, actives largely listed as inhibitors; also: potency is read from the fitted curve at half-maximal effect; % is scaled to controls: 0 for no effect and ±100 for the full control effect; nearly all actives have a fitted effect of over 55% in size
Target sequence (Q14191 whole entry, looked up): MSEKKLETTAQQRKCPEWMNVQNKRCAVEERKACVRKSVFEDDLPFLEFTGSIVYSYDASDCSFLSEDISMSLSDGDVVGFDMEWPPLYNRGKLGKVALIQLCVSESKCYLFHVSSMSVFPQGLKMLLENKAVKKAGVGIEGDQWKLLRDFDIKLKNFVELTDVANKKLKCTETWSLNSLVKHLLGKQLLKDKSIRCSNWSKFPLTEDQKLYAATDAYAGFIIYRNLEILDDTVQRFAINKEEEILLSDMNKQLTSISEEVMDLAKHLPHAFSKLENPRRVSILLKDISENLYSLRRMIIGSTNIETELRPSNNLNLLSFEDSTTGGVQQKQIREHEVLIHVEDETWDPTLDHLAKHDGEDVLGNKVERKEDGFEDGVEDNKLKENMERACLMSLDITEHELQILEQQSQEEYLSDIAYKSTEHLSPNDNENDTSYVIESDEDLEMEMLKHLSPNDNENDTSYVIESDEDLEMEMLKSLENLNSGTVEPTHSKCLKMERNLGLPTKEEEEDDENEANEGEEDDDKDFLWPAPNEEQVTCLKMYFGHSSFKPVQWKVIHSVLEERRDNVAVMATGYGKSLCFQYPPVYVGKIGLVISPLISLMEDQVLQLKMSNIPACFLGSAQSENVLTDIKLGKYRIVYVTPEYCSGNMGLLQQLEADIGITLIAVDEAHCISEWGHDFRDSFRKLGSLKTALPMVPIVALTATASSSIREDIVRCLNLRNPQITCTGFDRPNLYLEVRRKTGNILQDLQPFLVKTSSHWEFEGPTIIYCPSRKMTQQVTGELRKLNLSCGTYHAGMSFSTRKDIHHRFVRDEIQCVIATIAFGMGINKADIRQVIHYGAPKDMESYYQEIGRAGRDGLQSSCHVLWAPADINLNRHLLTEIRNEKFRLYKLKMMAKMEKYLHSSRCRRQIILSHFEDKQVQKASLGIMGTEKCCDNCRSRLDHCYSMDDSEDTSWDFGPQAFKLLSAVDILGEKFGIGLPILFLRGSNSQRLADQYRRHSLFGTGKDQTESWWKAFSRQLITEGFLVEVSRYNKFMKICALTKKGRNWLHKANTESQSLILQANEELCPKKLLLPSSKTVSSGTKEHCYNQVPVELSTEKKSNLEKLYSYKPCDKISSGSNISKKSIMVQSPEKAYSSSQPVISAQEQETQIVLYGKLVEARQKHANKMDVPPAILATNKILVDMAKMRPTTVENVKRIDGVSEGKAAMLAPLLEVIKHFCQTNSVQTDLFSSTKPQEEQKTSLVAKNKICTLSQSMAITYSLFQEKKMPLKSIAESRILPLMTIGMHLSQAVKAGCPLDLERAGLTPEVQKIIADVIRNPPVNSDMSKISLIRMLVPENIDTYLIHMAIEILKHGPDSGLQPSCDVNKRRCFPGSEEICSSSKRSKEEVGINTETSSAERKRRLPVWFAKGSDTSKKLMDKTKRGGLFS
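WRN at 20 nM final preincubated with compound 15 min at room temperature; reaction started with 100 nM fluorophore/quencher forked duplex oligonucleotide and 2 mM ATP final. Unwinding followed kinetically by red fluorescence (ex 525, em 598 nm).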
MCF10A rerep = A quantitative high throughput screen for small molecules that induce DNA re-replication in MCF 10a normal breast cells; MCF 10A DNA re-replication, Hoechst nuclear intensity, 48 h; 2.9% of 350,000 active; Potency, µM (top dose mostly 46.1 µM), without a hit: top-dose activity, positive = re-replication, actives largely listed as activators; also: potency is read from the fitted curve at half-maximal effect; % of control where 0% means no effect; nearly all actives have a fitted effect of over 50% in size
An asterisk follows results filed as active; ? = inconclusive; . = not tested or not shown; & = joins results of further samples; ! = not confirmed by another sample; [ ] = another dose, or the depositor's remark. Unless noted, calls follow the shape of the dose curve; as a rule, active = well fitted curve in the direction sought with a large enough effect; inconclusive = small, poorly fitted or top-dose-only effect, or another doubt; inactive = no such curve, though single readings can be large; an effect the other way counts as inactive or inconclusive. An unsorted share of the library. Share with any hit: about 12%.

| Compound | HT1080NT lethal | KB-V1 MDR tox | HT1080 IDH1KD tx | IL-1B inflam inh | SW480 rereplic | KB-3-1 tox | ATXN2 expr inh | WRN helicase inh | MCF10A rerep |
| --- | --- | --- | --- | --- | --- | --- | --- | --- | --- |
| c1ccc(C2=NN(c3ccccc3)C(c3ccco3)C2)cc1 (stereo not given) | 8% | ? | 10% | -2 | ? | ? | -7% | 1% | ? |
| CCOC(=O)C1CCN(C(=O)COC(=O)CNC(=O)c2ccc(C(C)(C)C)cc2)CC1 | 2% | 29% | 4% | 8 | -8% | 0% | -10% | -12% | -1% |
| COC(=O)c1ccc(OCC(O)CN(CCO)CCO)cc1 (stereo not given) | 3% | 1% | 0% | 2 | -7% | 11% | 6% | 10% | 6% |
| O=c1[nH]c(=O)n(Cc2ccccc2)c2c1CCC2 | 3% | -17% | -4% | 18 | 21% | 0% | -2% | -7% | 12% |
| CCN(CC)C(=O)Cn1c(=O)n(-c2ccccc2)c(=O)c2c3c(sc21)CCC3 | 2% | -10%&1% | 2% | -23 | 1% | 0%&9% | 10%&15% | 37%[activator] | 3% |
| Cc1nn(C)cc1CNC(=O)Nc1ccc(Cl)cc1 | 11% | 17% | 1% | 39 | 2% | 4% | 37% | -2% | -4% |
| CCC(c1nnnn1Cc1ccccc1)N1CCN(C/C=C/c2ccccc2)CC1 (stereo not given) | -29% | 21% | ? | -8 | . | 0% | -17% | -2% | . |
| NC(=O)COc1ccc(/C=C2\C(=O)ON=C2c2ccccc2)cc1 | 0% | ? | -23% | ? | ? | -11% | -18% | 40µM* | ? |
| O=C(NCc1ccccc1)c1cc(-c2ccncc2)nc2ccccc12 | -4% | -8% | -16% | 26 | -8% | -3% | 16% | -8% | 11% |
| O=C(NN1CCOCC1)c1ccccc1 | 17% | 0% | 15% | 9 | 4% | 14% | 5% | -5% | -4% |
| CCOc1ccc(-n2c(=S)sc3c(=O)[nH]c(SCC(=O)NC(C)CC)nc32)cc1 (stereo not given) | -4% | 1% | 5%[9.24 µM] | 44 | 2% | 6% | 1% | -1%[57.1 µM] | ? |
| CCn1c(SCC(=O)c2[nH]c(C)c(C(C)=O)c2C)nnc1-c1cccs1 | -2% | 2.6µM* | -10% | 0 | -1% | ? | -13% | 20% | 1% |
| CC(C)C1C(=O)N(Cc2cn(Cc3ccco3)nn2)CCS(=O)(=O)N1Cc1ccc(-c2cccc(N(C)C)c2)cc1 (stereo not given) | -19% | ? | -23% | -30 | . | ? | -19% | 1% | . |
| NC(=O)c1ccc(NC(=O)CCN2C(=O)c3ccccc3C2=O)cc1 | 17% | 0% | 10% | -3 | -3% | -4% | -8% | 3% | 4% |
| O=C1CCCC[C@@H](CO)[C@H](O)C[C@H](c2ccccc2)O1 | -6% | 0% | -5% | 12 | . | 18% | -5% | -2% | . |
| O=C(CSc1nnnn1C1CCCCC1)Nc1cccc(NC(=O)c2ccco2)c1 | -19% | ? | ? | -23 | -6% | -2% | 15% | -32% | 0% |
| COc1ccc(N/C=C/C(=O)c2cc(OC)c(OC)c(OC)c2)cc1 | 1.2µM* | ? | 1.3µM* | 62 | 5.8µM* | 3.7µM* | 17% | -2% | 5.2µM* |
| COC(=O)Nc1ccc2ccc3c(NC(=O)OC)ccc4ccc1c2c43 | -16% | . | -27% | 0 | ? | . | -1% | -4% | 21µM* |
| O=C(c1ccc(CSc2ccc(Cl)cc2)cc1)N1CCCC1 | 2% | -4% | -3% | 10 | -7% | 0% | . | -5% | 7% |
| CC[C@]12c3[nH]c4cc(CCC(=O)N(C)C)ccc4c3CCN1C(=O)[C@@H](CC(=O)NCc1ccc(OC)c(OC)c1)C[C@@H]2C(=O)N1CCN(C(=O)C2CC2)CC1 | 1% | ? | 7% | -24 | ? | ? | 4% | -4% | 3% |
| O=C(O)/C=C\C(=O)Nc1ccccc1C(=O)NCc1ccccc1 | -23% | 0% | -30% | -15 | ? | 0% | -8% | 3% | ? |
| O=C(NN=C1c2ccccc2-c2ccccc21)c1ccccn1 | ? | 5.2µM* | ? | -5 | ? | 1% | -4% | -7% | 6% |
| CCOC(=O)CSc1nc(N)nc(C)c1Cl | 4% | 2% | 11% | 11 | 4% | 16% | 21% | 1% | -41%[inhibitor] |
| COc1ccc(-c2nn(-c3ccccc3)cc2C2CC(c3cccs3)=NN2C(=O)CCC(=O)O)cc1 (stereo not given) | 7% | ? | 10% | 30 | -19% | 2% | . | 1% | -5% |
| COc1ccc(NC(=O)CN(C)S(=O)(=O)c2ccc3c(c2)CC(C)N3C(C)=O)c(OC)c1 (stereo not given) | 10% | -7% | 6% | -2 | -19% | 8% | 8% | 0% | 5% |
| Cn1c(=O)[nH]c(=O)c2c1nc(OC(=O)c1ccccc1)n2CC(O)COc1ccccc1 (stereo not given) | 13% | 19% | 11% | 34 | -9% | 11% | 2% | 1% | 4% |
| CN1C(=O)C(C)(C)c2cc(S(=O)(=O)NCC3CCC(C(=O)NCc4ccccc4)CC3)ccc21 (stereo not given) | -3% | -6% | -8% | -11 | -11% | -7% | 9% | 0% | 5% |
| COc1ccccc1-c1noc2c1C(=O)N(Cc1cn(-c3ccccc3)nn1)CC2 | -6% | -36% | -13% | 2 | . | ? | -15% | 1% | . |
| NCc1csc(Nc2ccc(C(=O)c3ccccc3)cc2)n1 | ? | ? | ? | -9 | . | 5.8µM* | -6% | -7% | . |
| COc1ccc(OC)c2c1sc(=NC(=O)C(C)C)n2C | 1% | -3% | 2% | 23 | -12% | 27% | -34% | 0% | 11% |
| Cc1ccc(N(C(=O)c2ccncc2)C2C=CS(=O)(=O)C2)cc1 (stereo not given) | 0% | -6% | 0% | 5 | 21% | -8% | 1% | 0% | -15% |
| COc1ccc(N(CCC#N)S(=O)(=O)c2ccc(Cl)cc2)cc1 | 6% | 16µM* | -4% | -2 | 3% | 19% | -6% | 2% | -2% |
| Cc1ccc(C(=O)N/C(=C\c2cn(C)c3ccccc23)C(=O)NCCCN2CCOCC2)cc1 | -11% | ? | -13% | -3 | -36%[inhibitor] | -6% | -6% | 2% | -20% |
| O=C(NC(=S)NNC(=O)c1ccccc1O)c1cccs1 | ? | -15% | -21% | 20 | ? | ? | -21% | -4% | 12% |
| COc1ccc(C2=Nc3ccccc3N(C(=O)c3ccc4c(c3)OCO4)C2C(=O)Nc2c(C)cccc2C)cc1 (stereo not given) | 0% | -14% | 5% | -17 | . | 0% | . | -3% | . |
| O=C(O)/C=C/C(=O)NC1CC1 | 0% | ? | 14% | 33 | -4% | 11% | 5% | 3% | -4% |
| Cc1ccccc1NC(=O)CCN1CCCC1 | 11% | ? | 5% | 20 | -20% | 7% | 8% | -4% | -7% |
| Cc1ccc(NC(=O)CN(C)C(=O)COC(=O)c2nc3nccc(C)n3n2)cc1 | -1% | 4% | 0% | 14 | 15% | 0% | . | -1% | -11% |
| CCCN(CC(=O)Nc1ccccc1C)C(=O)c1ccc(S(=O)(=O)N2CCC(C)CC2)cc1 | -2% | ? | -1% | -4 | 10% | 16% | 9% | 4% | 4% |
| Cc1ccc(CNC(=O)c2ccc(Cl)c(S(=O)(=O)N3CCCCC3)c2)cc1 | -3%[9.24 µM] | -18% | -6% | -2 | 6% | -19% | -28% | -2% | 16% |
| CCOC(=O)c1c(NC(=O)c2ccccc2C)sc2c1CC(C)(C)OC2 | -5% | -1% | -2% | -28 | -3% | -16% | -3% | -10% | ? |
| CCCCCC(=O)N1C[C@H](n2cc(-c3ccc(F)cc3)nn2)[C@@H](O)C[C@@H]1c1ccc(C)cc1 | ? | -8% | ? | ? | . | -2% | ? | -9% | . |
| CC1=CC(C)(C)NC(=S)N1c1cccc(C)c1 | 8.9µM*! | -1%&0% | 8.9µM*! | -26&19 | 22%&11% | -5%&1% | -26%&3% | 8%&-11% | ? |
| CCn1c(N2CCN(C(=S)NC)CC2)nc2ccccc21 | 5% | -21% | -21%[9.24 µM] | -7 | -4% | 6% | -6% | -3%[57.1 µM] | 19% |
| Cc1ccc2[nH]c3c(=O)n(Cc4ccccn4)cnc3c2c1 | -25% | -10% | -29% | -19 | -8% | -7% | 2% | -8% | -14% |
| CC1CC1C(=O)OCC(=O)NCc1ccccc1Cl (stereo not given) | 22% | 6% | 10% | 6 | -6%[9.22 µM] | 17% | 3% | -4% | 13% |
| Cc1ccc2nc(C)cc(NCCO)c2c1 | 1% | 13% | 0% | 28 | -8% | -2% | -3% | -7% | -2% |
| Cn1cccc1Cc1nnc(SCC(=O)Nc2cccc(F)c2)n1-c1ccc(F)cc1 | -2% | -16% | -7% | -6 | -3% | -4% | -10% | -10% | 16% |
| CC(c1ccccc1)N1CCn2c(nc3cc(NC(=O)NC4CCCCC4)ccc32)C1 (stereo not given) | 16µM* | 0% | ? | 77 | ? | ? | -9% | 7% | 14% |
| Cc1ccc(S(=O)(=O)N2CCCOC2CNC(=O)C(=O)NCc2ccccn2)cc1 (stereo not given) | 5% | . | -1% | 10 | -3% | . | 1% | -5% | -9% |
